# Screening data: PubChem BioAssay, several laboratories
# FXIIa mix inh = blocks human factor XIIa in pooled compound mixtures. P00748. inhibition, % at 5 µM. purified FXIIa, fluorogenic substrate. 0.2% of 62,000 active. AID 684;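 further: 0% = enzyme without compound and 100% = no enzyme blank; some results filed as inactive read as strong as hits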
# FXIa inh mix = blocks human factor XIa in pooled compound mixtures. P03951. purified FXIa, fluorogenic substrate. inhibition, % at 5 µM. 0.19% of 62,000 active. AID 680;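 further: each value is inhibition by a whole ten-compound pool holding the compound; 0% = enzyme with no mixture and 100% = wells lacking enzyme; strong numbers were not always called active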
# CatG inh = inhibitors of human cathepsin G | P08311 | purified enzyme, AMC-tetrapeptide fluorescence, pooled mixtures | inhibition, % at 5 µM (by protocol) | 0.2% of 62,000 active | AID 581;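 active means inhibition above 20% in each of the two mixture wells holding the compound; inactive means inhibition of 20% or less in either well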;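 further: 0% = enzyme control without mixture and 100% = blank lacking enzyme; strong numbers were not always called active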
# CatS inh = inhibitors of human cathepsin S | P25774 | recombinant cathepsin S, AMC dipeptide fluorescence, pooled mixtures | inhibition, %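 (tested at 5 µM per compound within 10-compound mixtures)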 | 0.06% of 62,000 active | AID 501; in the data active means inhibition above about 32%, passing the limit was not always enough;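 further: 0% = enzyme without compound and 100% = blank without enzyme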
# C1s block = blocks human complement C1s protease activity; AID 538; 0.16% of 62,000 active; purified C1s, fluorogenic AMC substrate, pooled mixtures; mean inhibition % of two 10-compound mixtures (hits give high values), % at 5 µM (by protocol); P09871;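 active means inhibition above 20% in each of the two 10-compound mixture wells holding the compound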;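 further: 0% = enzyme wells lacking compound mixture and 100% = no-enzyme blank wells; some compounds called inactive have numbers as strong as hits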
# Target sequence (P09871 16-437 limits assumed): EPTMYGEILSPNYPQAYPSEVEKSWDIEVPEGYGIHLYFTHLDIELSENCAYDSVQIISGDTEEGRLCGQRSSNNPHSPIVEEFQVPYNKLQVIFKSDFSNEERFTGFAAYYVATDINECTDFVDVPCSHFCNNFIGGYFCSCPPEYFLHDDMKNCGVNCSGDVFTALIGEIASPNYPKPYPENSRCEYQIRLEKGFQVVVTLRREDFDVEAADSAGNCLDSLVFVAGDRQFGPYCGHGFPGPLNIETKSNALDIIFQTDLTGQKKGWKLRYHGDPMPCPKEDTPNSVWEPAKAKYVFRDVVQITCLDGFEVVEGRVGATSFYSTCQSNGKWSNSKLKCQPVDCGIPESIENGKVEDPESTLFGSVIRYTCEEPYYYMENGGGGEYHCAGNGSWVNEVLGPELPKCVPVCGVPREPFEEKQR
# Target sequence (P09871 438-688 limits assumed): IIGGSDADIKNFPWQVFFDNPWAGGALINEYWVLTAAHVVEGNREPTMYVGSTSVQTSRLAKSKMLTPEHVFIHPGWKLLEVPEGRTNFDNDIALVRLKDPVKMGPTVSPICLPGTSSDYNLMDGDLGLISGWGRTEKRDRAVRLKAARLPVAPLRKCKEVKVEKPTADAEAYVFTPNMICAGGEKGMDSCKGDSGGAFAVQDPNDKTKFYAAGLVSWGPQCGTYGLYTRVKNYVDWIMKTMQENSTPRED
# CatL block = inhibitors of human cathepsin L | P07711 | purified cathepsin L, fluorogenic substrate, fluorescence | inhibition, %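 (tested at 10 µM)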 | 0.17% of 58,000 active; in the data active means inhibition above about 45%;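 further: 0% = enzyme with no compound and 100% = no enzyme blank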
# Target sequence (P07711 114-288 limits assumed): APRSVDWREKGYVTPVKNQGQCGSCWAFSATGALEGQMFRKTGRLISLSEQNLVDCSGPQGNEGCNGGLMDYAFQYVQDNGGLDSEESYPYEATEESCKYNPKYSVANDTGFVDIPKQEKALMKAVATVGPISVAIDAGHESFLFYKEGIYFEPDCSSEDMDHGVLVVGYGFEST
# Target sequence (P07711 292-333 limits assumed): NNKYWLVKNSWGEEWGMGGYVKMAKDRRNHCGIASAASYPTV
# CatB mixtures = inhibitors of human cathepsin B in compound mixtures; 0.06% of 62,000 active; AID 488; inhibition, %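 (ten-compound pools at 5 µM per compound and 50 µM total)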; Purified cathepsin B, AMC dipeptide fluorescence; in the data active means inhibition above about 22%, passing the limit was not always enough;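 further: 0% = enzyme without compound and 100% = no enzyme blank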
# CatB block = blocks human cathepsin B protease activity; P07858; purified cathepsin B, fluorogenic substrate, fluorescence; inhibition, %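 (tested at 10 µM)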; 0.1% of 63,000 active; in the data active means inhibition above about 21%;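 further: 0% = enzyme with no compound and 100% = no enzyme blank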
# A340 absorber = compounds absorbing at 340 nm. compound absorbance at 340 nm, fold over control. fold change at 10 µM. 65,000 tested, under 10 active. AID 708;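 active means at 10 µM dose, initial 340 nm absorbance at least 2 fold that of control wells; inactive means change under 2 fold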;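 further: initial absorbance extrapolated from kinetic A340 decline of NADH oxidation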
# An asterisk follows results filed as active; . = not tested or not shown. Unless noted, no stated cut-off is given here; in the data, active means inhibition above about 20% (passing the limit was not always enough); inactive means the rest. Only part of the results is shown; the hit share may differ from the screen's.
# Each structure is followed by: A340 absorber	FXIIa mix inh	FXIa inh mix	C1s block	CatG inh	CatS inh	CatB mixtures	CatL block	CatB block
COCCCNC(=O)c1cc2c(s1)CS(=O)(=O)C2
→ 1.1	4	-8	-6	19	10	1	11	4
COc1ccc(NC(=O)C(CC(C)C)NC(=O)c2ccccc2C)cn1 (stereo not given)
→ 1	8	-1	6	14	-6	-7	2	-2
CCc1ccc(S(=O)(=O)NCc2csc(-c3ccccc3)n2)s1
→ 0.98	10	-1	5	0	0	2	-1	-6
CCOc1ccc(N(CC(=O)NC(C)(C)C)S(=O)(=O)c2c(C)noc2C)cc1
→ 1	-22	6	3	-1	17	5	7	-4
O=C1CCCN1CC(CN1CCOCC1)Sc1nc2ccccc2c(=O)n1-c1ccccc1 (stereo not given)
→ 1.1	2	3	11	12	1	2	.	0
COc1ccc(NC(=O)CC(=O)Nc2ccc(OC)cc2OC)c(OC)c1
→ 1	-11	1	-6	-4	3	-1	.	4
Cc1cc(Nc2ccc(C(C)C)cc2)n2ncnc2n1
→ 1	7	5	-49	-11	-4	-2	.	0
Cc1noc(C)c1COC(=O)c1cccc(S(=O)(=O)N2CCCCCC2)c1
→ 0.96	8	-9	-76	-6	2	1	4	-10
COc1ccc(Cn2nnnc2C(c2ccccc2OC)N2CCC(C(N)=O)CC2)cc1 (stereo not given)
→ 0.98	0	11	16	12	14	6	11	0
COc1ccc(OC)c(N(CC(=O)Nc2ccc3c(c2)OCO3)S(=O)(=O)c2ccccc2)c1
→ 1	-1	-11	-25	-4	-3	0	.	3
O=C(Cc1ccccc1)Nc1ccc(CN2CCOCC2)cc1
→ 1	4	-2	0	-2	3	3	0	5
O=S(=O)(Cc1ccccc1)N1CCCC1
→ 1	8	2	3	0	4	-3	.	.
CCn1c(SCC(=O)NCCOC)nc2sc(C)c(C)c2c1=O
→ 1.1	13	-3	-12	-9	-2	3	0	0
CC(=O)c1cc2c(cc1NC(=O)Nc1cccc(Cl)c1)OCCO2
→ 1	4	4	-1	-8	-6	2	-48	1
CCOC(=O)c1cnn(-c2sc(C(=O)OCC)c(C)c2C(=O)OCC)c1N
→ 1.1	9	6	-1	3	-12	-4	6	6
CNS(=O)(=O)c1cccc(C(=O)OCC(=O)c2cc(C)n(-c3ccc4c(c3)OCO4)c2C)c1
→ 0.99	1	1	0	7	1	-7	-1	5
O=C(CCn1nnc2ccccc21)Nc1nnc(Cc2ccccc2)s1
→ 1	12	4	1	-2	3	2	0	2
CC(C)NS(=O)(=O)c1ccc(OCC(=O)NCc2cccnc2)cc1
→ 1.1	2	-4	-19	7	-4	-5	.	2
Cc1occc1C(=O)Nc1cc(C(C)(C)C)on1
→ 1	-17	-8	-32	-12	0	-6	6	1
O=C(c1cnsn1)N1CCN(c2ccccc2)CC1
→ 1	1	1	-2	1	2	3	-2	-1
CC(C)(C)NC(=O)Cn1c(SCC(=O)NCc2cccs2)nc2ccccc21
→ 1.1	8	4	-1	-2	-11	-3	-5	-1
COc1ccc(Cc2noc(-c3ccc(OC)c(OC)c3)n2)cc1OC
→ 1	6	-5	-23	-11	3	1	5	3
C(=N\n1cnnc1)/c1ccc2c(c1)OCCO2
→ 1.1	0	11	2	0	0	4	-10	-6
CC(C)(C)c1cc(CNC2CS(=O)(=O)C[C@@H]2O)cc(C(C)(C)C)c1O (stereo not given in full)
→ 0.98	-20	4	-2	-3	4	5	9	1
O=C(OCc1nc2ccccc2s1)c1ccc(Br)s1
→ 0.98	12	8	-2	6	-4	1	5	3
COCCn1c(=O)[nH]c2cc(C(=O)NCCCN3CCN(c4ccc(F)cc4)CC3)ccc2c1=O
→ 1	-7	-5	-34	2	-6	-9	11	1
COc1ccc(C(=O)Nc2nc(C)c(C(=O)N(C)C)s2)cc1OC
→ 1	7	11	2	3	-3	7	-6	-5
Cc1ccc(NC(=O)Cc2nc(CSc3nnc(-c4ccc5c(c4)OCO5)o3)cs2)cc1
→ 1	-2	9	9	13	6	6	.	-1
O=C1CC(N2CCCCCC2)C(=O)N1c1ccc2c(c1)OCO2 (stereo not given)
→ 1	0	3	2	8	6	-3	.	1
CCOC(=O)/C(C(C)=O)=C1\OC(=O)c2ccccc21
→ 1	-10	4	16	15	-2	1	9	-3
O=C(c1cc(-c2cccs2)on1)N1CCN(c2ccc(F)cc2)CC1
→ 0.97	2	1	-15	-3	-2	6	0	-5
CCCCn1c2c(c(=O)n(C)c1=O)C(c1ccc(OC)cc1)N1CCCCCC1=N2 (stereo not given)
→ 1.1	-9	1	-4	8	1	-6	3	1
C=CCn1c(N(C)C)nc2c1c(=O)[nH]c(=O)n2C
→ 1	7	7	8	10	8	4	-11	-1
CCn1c2ccccc2c2cc(NC(=O)C3CCN(S(=O)(=O)c4cccs4)CC3)ccc21
→ 1.1	3	2	-4	-2	6	0	6	0
CSCCOC(=O)c1[nH]c2c(c1C)C(=O)CC(c1ccco1)C2 (stereo not given)
→ 1	4	9	9	13	1	0	13	2
CC1(C)CC(=O)C=C(N2CCNCC2)C1
→ 1	6	3	-1	-2	15	0	3	1
COc1ccc(C2CC(=O)C(C=NCCN3CCN(C(C)=O)CC3)=C(O)C2)cc1OC (stereo not given)
→ 1	4	7	-6	5	-13	-4	.	6
CCn1c(SCc2cccnc2)nnc1-c1c[nH]c2ccccc12
→ 1	-14	-16	-21	16	5	2	5	7
Oc1c(Cl)cc(Cl)cc1CNc1ccc(Br)cn1
→ 0.99	5	1	-33	1	-3	-7	16	9
CC(C)(C)OC(=O)N1CCOCCOCCN(C(=O)OC(C)(C)C)CCOCCOCC1
→ 0.99	5	1	1	-6	3	3	0	2
O=C(NC1CCCCCC1)c1cc(S(=O)(=O)N2CCC3(CC2)OCCO3)ccc1F
→ 1	1	7	0	1	16	8	7	10
CC1CCCCC1NC(=O)CSc1nncs1 (stereo not given)
→ 1	1	3	15	9	15	3	26	2
O=C(O)CC1CCCC(c2ccccc2)C1=O (stereo not given)
→ 0.99	5	-1	-2	-1	5	5	1	4
COc1cc2c(C(=O)NCc3ccc4c(c3)OCO4)cn(CC(C)C)c(=O)c2cc1OC
→ 0.98	2	8	18	10	10	5	18	2
Cc1ccsc1-c1nc(CSCC(=O)NCc2ccc3c(c2)OCO3)c(C)o1
→ 1	5	1	2	4	-6	1	16	-4
CC(=O)c1cnc(Nc2nc(C)c3ccc(C)cc3n2)nc1C
→ 1	-8	3	18	8	-1	6	3	3
Cc1ccc2cc(CN(CC3CCCO3)S(=O)(=O)c3cccc4nsnc34)c(=O)[nH]c2c1 (stereo not given)
→ 1.1	-18	0	-23	5	-1	-3	-2	0
CCOC(=O)N1CCN(c2nc(SC)nc3sc4c(c23)CC(C)(C)OC4)CC1
→ 1	8	5	0	-1	16	0	8	5
O=C(NCCc1ccc(Cl)cc1)C1CC(=O)N(C2CCCCC2)C1 (stereo not given)
→ 1	-14	-1	-7	6	2	2	16	6
O=C(NC(=O)c1ccc(Cl)c(Cl)c1)OC1CCS(=O)(=O)C1 (stereo not given)
→ 0.96	10	11	-6	1	13	0	5	1

# (list continues)
# Each structure is followed by: A340 absorber	FXIIa mix inh	FXIa inh mix	C1s block	CatG inh	CatS inh	CatB mixtures	CatL block	CatB block
CCOCCCNC(=O)c1c(-c2ccccc2)noc1C
→ 1	5	-4	5	9	-3	-7	2	3
CCc1c(C)nc(SCCOc2ccc(OC(C)C)cc2)[nH]c1=O
→ 1	2	-7	-59	4	-3	1	3	10
CCOC(=O)C(C)n1ncn2cccc2c1=O (stereo not given)
→ 0.97	22	6	-25	1	1	5	1	-3
O=C(Cn1cc2c(n1)CCCC2)N1CCc2ccccc21
→ 1	4	6	-4	0	6	2	-3	2
COc1cccc(C2NC(CCSC)(C(=O)O)C3C(=O)N(C(C)C)C(=O)C23)c1O (stereo not given)
→ 1	6	3	5	2	0	-2	7	-2
CCn1c(N2CCN(CC(=O)c3ccc(OC)cc3)CC2)nc2ccccc21
→ 0.99	-2	22	4	2	7	9	-4	-1
CCCOc1ccc(C(=O)N2CCCC2)cc1OC
→ 1.1	3	-3	3	-3	4	-3	30	0
O=C(Cn1nnc(-c2ccccc2)n1)c1ccccc1
→ 1	-3	-2	-26	-12	14	1	31	6
CCCS(=O)(=O)c1nnnn1-c1cccc(OC)c1
→ 1.1	5	4	-1	0	-10	-6	-9	-3
CC(=O)c1cccc(NC(=O)NCc2ccccn2)c1
→ 0.98	9	0	3	10	-1	-8	2	0
O=C(CCSc1nnc(-c2ccncc2)o1)Nc1ccc(F)cc1
→ 1	7	9	16	15	9	4	23	3
COc1ccc(C2CC(c3ccc(Cl)cc3Cl)Nc3nc(N)nn32)cc1OC (stereo not given)
→ 1	0	1	9	11	0	2	2	1
CC1CN(C(=O)c2ccncc2)CC(C)O1 (stereo not given)
→ 1.1	3	8	1	-1	7	-3	5	-5
O=C(CCc1nc2ccccc2[nH]1)NC1CCCCC1
→ 1	7	-3	14	13	38	2	.	5
O=S(=O)(c1ccc(Cl)cc1)N1CCN(C2CCCCCC2)CC1
→ 1.1	-1	4	6	4	8	1	15	1
CCn1c(C)nc2cc(C(=O)n3cc(C(=O)c4cc(F)ccc4O)cn3)ccc21
→ 1	-15	8	25*	20	0	2	24	6
COc1ccc(NC(=O)C2CC(=O)N(c3cc(C)ccc3C)C2)cc1 (stereo not given)
→ 1.1	2	67*	-6	48	2	2	-4	0
CCn1ncc(Br)c1C(=O)Nc1sc2c(c1C(N)=O)CCC2
→ 1.1	8	-8	-14	3	-3	-1	7	-2
O=C(NCc1ccco1)C1CCCCN1S(=O)(=O)c1ccc(F)cc1 (stereo not given)
→ 0.97	-15	10	3	-1	-19	5	-2	-6
Cc1ccc2nc(C)cc(OCC(=O)O)c2c1
→ 1	7	10	6	2	5	20	28	0
CN1CCc2c(sc3nc(SCC(=O)N4CCOCC4)nc(N)c23)C1
→ 1.2	-3	11	-20	0	9	3	-28	6
COc1ccccc1N1CCN(c2nc3ccccc3n3nnnc23)CC1
→ 1	8	2	-17	-11	8	2	6	8
O=S(=O)(NCC1CCCO1)c1ccc(Br)s1 (stereo not given)
→ 1	1	9	1	0	-2	8	0	-2
Cc1cc(SCC(=O)c2ccccc2)n2nc(C)nc2n1
→ 1	3	-2	-23	-7	-2	-7	.	-5
COc1cc(C2C(C#N)=C(N)Oc3n[nH]c(-c4ccccn4)c32)cc(OC)c1OC (stereo not given)
→ 1	6	-6	2	7	9	2	22	1
CCn1c(C)cc(=S)c2ccccc21
→ 1	10	4	5	7	-3	-2	0	7
CC(=O)Nc1cc(C(=O)N2CCCC2)ccc1S(=O)(=O)c1ccc(C)cc1
→ 1	13	4	11	6	-5	2	1	7
CC(C)(C)NC(=O)CSc1nc(O)cc(=O)n1-c1ccccc1F
→ 1.1	10	5	4	1	-2	7	-2	1
COc1ccc(NC(=O)CS(=O)CC(=O)Nc2cc(Cl)ccc2OC)cc1 (stereo not given)
→ 1.1	4	2	-2	11	12	-9	3	1
O=C(OCC(=O)N1CCCC1)c1ccco1
→ 0.96	4	-1	-33	1	-2	1	6	3
CCOC(=O)CNC(=O)c1ccc2c(c1)OCCO2
→ 0.97	0	-1	-9	2	1	0	13	7
CC(C)Oc1ccccc1-c1nc(SCC(=O)O)n[nH]1
→ 1.1	-1	6	3	22	-6	6	-2	2
CC(C)(C)NS(=O)(=O)c1cccc2nsnc12
→ 1.1	7	7	-7	-7	18	0	16	0
O=C(Nc1ccc2c(c1)OCO2)c1ccc(Br)c(S(=O)(=O)N2CCCC2)c1
→ 1	-14	-1	-6	7	-3	4	2	3
O=C(Nc1ccccc1N1CCN(c2ccccc2)CC1)c1cccc(F)c1
→ 1.1	-3	7	-5	-2	-3	-2	9	-4
O=C(Nc1cccc(F)c1)NC1CCCCC1
→ 1	-24	5	-2	2	-5	3	-6	.
